Source: PubChem BioAssay (PCMD)
E coli RNAP – Escherichia coli RNA polymerase inhibition. P0A8V2. 0.2% of 62,000 active. inhibition, %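 (tested at 10 µM)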. E. coli RNA polymerase, fluorescence transcription assay; in the data active = inhibition above about 20%;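 also: 0% = enzyme without compound and 100% = no enzyme blank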
Target sequence (P0A8V2 whole entry, looked up): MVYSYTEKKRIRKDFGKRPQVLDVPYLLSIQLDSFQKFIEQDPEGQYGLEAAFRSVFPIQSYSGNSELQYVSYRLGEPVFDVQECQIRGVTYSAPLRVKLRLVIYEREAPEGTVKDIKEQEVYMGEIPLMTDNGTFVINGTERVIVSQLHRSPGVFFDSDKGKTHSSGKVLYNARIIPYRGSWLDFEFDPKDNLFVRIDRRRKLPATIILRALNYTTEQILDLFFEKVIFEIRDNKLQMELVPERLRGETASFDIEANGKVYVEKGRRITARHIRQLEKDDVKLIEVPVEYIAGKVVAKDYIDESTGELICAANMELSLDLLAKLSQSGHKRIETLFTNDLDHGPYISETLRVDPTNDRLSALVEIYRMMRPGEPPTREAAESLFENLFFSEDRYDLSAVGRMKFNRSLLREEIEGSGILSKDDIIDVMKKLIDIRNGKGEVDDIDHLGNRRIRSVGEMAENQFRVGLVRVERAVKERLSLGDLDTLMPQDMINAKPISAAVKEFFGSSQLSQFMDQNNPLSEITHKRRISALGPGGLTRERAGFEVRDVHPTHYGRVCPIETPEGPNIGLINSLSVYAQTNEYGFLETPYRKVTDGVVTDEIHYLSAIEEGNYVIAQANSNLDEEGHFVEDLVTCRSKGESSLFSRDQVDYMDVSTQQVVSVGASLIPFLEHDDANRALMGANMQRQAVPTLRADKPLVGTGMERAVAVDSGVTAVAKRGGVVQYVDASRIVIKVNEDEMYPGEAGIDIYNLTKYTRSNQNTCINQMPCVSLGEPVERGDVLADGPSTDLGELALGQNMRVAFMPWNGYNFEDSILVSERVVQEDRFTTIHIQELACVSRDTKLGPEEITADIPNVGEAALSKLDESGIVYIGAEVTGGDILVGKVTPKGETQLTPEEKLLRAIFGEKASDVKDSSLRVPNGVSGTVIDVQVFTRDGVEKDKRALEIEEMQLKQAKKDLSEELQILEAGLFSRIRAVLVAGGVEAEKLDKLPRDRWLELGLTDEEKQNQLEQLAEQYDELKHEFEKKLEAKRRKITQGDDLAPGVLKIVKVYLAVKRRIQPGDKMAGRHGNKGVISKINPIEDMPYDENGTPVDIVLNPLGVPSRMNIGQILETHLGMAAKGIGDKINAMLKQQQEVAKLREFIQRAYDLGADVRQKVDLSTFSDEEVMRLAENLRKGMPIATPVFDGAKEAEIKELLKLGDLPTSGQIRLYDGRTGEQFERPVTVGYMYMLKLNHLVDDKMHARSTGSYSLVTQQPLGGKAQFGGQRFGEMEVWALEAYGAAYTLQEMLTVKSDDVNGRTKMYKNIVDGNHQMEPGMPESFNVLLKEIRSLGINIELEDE
CatS block – human cathepsin S inhibition | P25774 | recombinant cathepsin S, AMC dipeptide fluorescence, pooled mixtures | inhibition, %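 (tested at 5 µM per compound within 10-compound mixtures)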 | 0.06% of 62,000 active; in the data active = inhibition above about 32%, passing the limit was not always enough;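 also: 0% = enzyme without compound and 100% = blank without enzyme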
CatB mixtures – inhibitors of human cathepsin B in compound mixtures. P07858. inhibition, %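 (ten-compound pools at 5 µM per compound and 50 µM total)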. 0.06% of 62,000 active. AID 488. Purified cathepsin B, AMC dipeptide fluorescence; in the data active = inhibition above about 22%, passing the limit was not always enough;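 also: 0% = enzyme without compound and 100% = no enzyme blank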
FXIa inh mix – inhibitors of human coagulation factor XIa, pooled mixtures; purified FXIa, fluorogenic substrate; inhibition, % at 5 µM; 0.19% of 62,000 active; AID 680; in the data active = inhibition above about 20%, passing the limit was not always enough;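 also: each value is inhibition by a whole ten-compound pool holding the compound; 0% = enzyme with no mixture and 100% = wells lacking enzyme; strong numbers were not always called active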
C1s block – human complement C1s inhibition. P09871. purified C1s, fluorogenic AMC substrate, pooled mixtures. mean inhibition % of two 10-compound mixtures (hits give high values), % at 5 µM (by protocol). 0.16% of 62,000 active. AID 538;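 active = inhibition above 20% in each of the two 10-compound mixture wells holding the compound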;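 also: 0% = enzyme wells lacking compound mixture and 100% = no-enzyme blank wells; some compounds called inactive have numbers as strong as hits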
CatB block – inhibitors of human cathepsin B; 0.1% of 63,000 active; P07858; inhibition, %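 (tested at 10 µM)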; AID 453; purified cathepsin B, fluorogenic substrate, fluorescence; in the data active = inhibition above about 21%;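 also: 0% = enzyme with no compound and 100% = no enzyme blank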
AP complement – alternative pathway complement inhibition, orthogonal assay. Human serum alternative complement pathway, LPS-coated ELISA, C3 deposition; tested in compound mixtures. inhibition, % at 5 µM. 0.08% of 62,000 active;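 active = inhibition above 30% in each of the two pooled mixtures holding the compound, so the lower value exceeds 30%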;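 also: 0% = serum in Mg-EGTA without compound and 100% = EDTA serum blank; some compounds past the cut are filed as inactive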
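Test system – human serum alternative complement pathway, C3 deposition on LPS-coated wells · Buffer or medium – diluted human serum in Mg2+-EGTA GVB++ · Compound dosing – 5 µM each compound, pools of ten, 50 µM per pool · Schedule – 1 h serum-compound exposure at 37 °C · Measured by – Anti-C3 ELISA, OD 450 nm · Read-out basis – percent inhibition of C3 deposition onto LPS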
Cathepsin G inh – cathepsin G (human) inhibition; purified enzyme, AMC-tetrapeptide fluorescence, pooled mixtures; 0.2% of 62,000 active; P08311; inhibition, % at 5 µM (by protocol);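 active = inhibition above 20% in each of the two mixture wells holding the compound; inactive = inhibition of 20% or less in either well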;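 also: 0% = enzyme control without mixture and 100% = blank lacking enzyme; strong numbers were not always called active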
CatL block – blocks human cathepsin L protease activity; 0.17% of 58,000 active; purified cathepsin L, fluorogenic substrate, fluorescence; inhibition, %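 (tested at 10 µM)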; in the data active = inhibition above about 45%;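 also: 0% = enzyme with no compound and 100% = no enzyme blank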
* marks the source's active call; other numbers are inactive results; x = no result given.

SMILES	E coli RNAP	CatS block	CatB mixtures	FXIa inh mix	C1s block	CatB block	AP complement	Cathepsin G inh	CatL block
CC(=O)c1c(C)n([O-])c2cc(C)ccc2[n+]1=O	6.8	8.7	-3.5	-10.9	-32.4	-0.3	3.6	7.0	30.8
Cc1cccc(NC(=O)CSc2nnc(-c3ccccc3)n2N)c1	8.6	16.9	4.2	5.6	-30.5	-1.6	-0.4	-1.9	x
O=C(Oc1cccnc1)c1ccc(Cl)c(Cl)c1	1.7	5.0	-4.7	3.4	-0.8	-1.4	-1.2	-3.0	7.8
O=C(CCCC(=O)n1cnc2ccccc21)n1cnc2ccccc21	-3.8	-6.9	-4.4	6.7	-9.5	-1.2	11.9	-3.8	-4.0
CCCN(CCC)c1ncnc2nc[nH]c12	1.8	40.6	0.9	-2.7	-1.2	3.5	6.5	8.1	6.8
COc1cc2[nH]c(=S)n(CC3CCCO3)c(=O)c2cc1OC (centres undefined)	3.5	-1.1	0.5	5.1	-1.7	1.1	-0.6	-5.4	-1.9
CN1CC[n+]2cnc3ccccc3c21	12.2	6.9	4.3	6.4	11.0	-0.3	12.6	10.1	6.8
Cc1cc(-c2ccccc2)nn1-c1nc2c(c(=O)[nH]c(=O)n2C)n1C	5.5	-3.4	-11.2	-7.5	-27.5	3.4	15.8	2.0	-2.9
CCn1cc(C(=O)NC2CCCC2)c(=O)c2cc(S(=O)(=O)N3CCOCC3)ccc21	2.4	-0.3	8.2	7.3	-5.9	-1.9	10.6	1.8	1.9
CC1CN(S(=O)(=O)Cc2ccccc2)CC(C)O1 (centres undefined)	7.4	12.3	5.1	3.6	-1.5	5.0	2.2	-3.0	6.4
Cc1noc(C)c1CSc1nnc(-c2ccccc2)n1Cc1ccco1	6.7	-2.3	7.2	6.1	4.8	1.9	5.8	3.0	-4.4
CC(=O)Nc1nc2c(ncn2COCCOC(C)=O)c(=O)[nH]1	0.8	19.9	1.2	8.2	-4.0	1.8	-4.6	-0.3	2.1
CN1C(=O)C(=C2CCCCCC2)SC1=S	9.9	-6.4	5.8	2.0	15.4	5.4	2.6	10.2	3.2
CCn1cc(C(=O)NCC2CCCO2)c2cc(OC)c(OC)cc2c1=O (centres undefined)	1.5	-5.0	3.4	-2.5	-14.6	4.0	15.9	5.0	x
CC(C)C(=O)N1CCN(c2nc(-c3ccccc3)c3c(c2C#N)CCCC3)CC1	8.7	7.2	0.0	0.6	-38.4	-1.1	-18.5	-6.2	-13.7
COc1ccccc1CNC(=O)CS(=O)Cc1nc(-c2ccccc2C)oc1C (centres undefined)	3.5	6.0	4.6	7.5	1.3	7.6	-4.3	-9.3	x
CC(=O)N1CCc2cc(S(=O)(=O)NC(C(=O)Nc3nc(C)cs3)C(C)C)ccc21 (centres undefined)	2.2	-3.6	1.6	35.7	5.0	2.0	5.5	47.4	-0.8
CC(C)(C)NC(=O)NC(=O)COC(=O)CNC(=O)c1cccc(F)c1	8.1	-1.5	3.0	7.8	13.7	2.7	11.3	11.9	-0.2
COc1ccc(CNC(=O)C2CCN(c3nccs3)CC2)cc1	-9.1	8.0	-1.7	1.5	-27.8	5.2	-11.5	-6.9	1.2
CN(C(=O)CSc1ncccc1C(=O)O)c1ccccc1	-1.0	-4.9	2.2	-3.7	0.5	2.7	17.8	6.2	2.3
COc1ccc(CC(CC(=O)O)C(=O)Nc2ccc(OC)cc2)cc1 (centres undefined)	5.3	3.7	5.5	7.4	15.7	0.7	14.7	9.8	-9.3
Cc1ccc(N(C(=O)CNC(=O)c2ccco2)C(C(=O)NC2CCCC2)c2cccnc2)cc1C (centres undefined)	11.2	1.9	3.4	3.0	12.4	5.5	-1.3	11.1	6.4
Cc1ccc(S(=O)(=O)NC2=NCN(CCc3ccccc3)CN2)cc1	11.0	-4.6	4.1	2.2	11.5	5.0	5.1	4.7	4.8
COc1cccc(-c2cc(C(F)(F)F)n3nc(N)nc3n2)c1	1.4	-31.5	-5.1	-26.5	-74.8	0.8	6.9	-13.2	-12.9
CCc1ccc(-c2nnn(CCC(=O)OC)n2)cc1	12.2	4.7	1.6	4.5	9.5	0.9	22.5	7.2	-1.2

Some of these compounds in order of the E coli RNAP value, descending.
SMILES	E coli RNAP	CatS block	CatB mixtures	FXIa inh mix	C1s block	CatB block	AP complement	Cathepsin G inh	CatL block
CN1CC[n+]2cnc3ccccc3c21	12.2	6.9	4.3	6.4	11.0	-0.3	12.6	10.1	6.8
CC(C)C(=O)N1CCN(c2nc(-c3ccccc3)c3c(c2C#N)CCCC3)CC1	8.7	7.2	0.0	0.6	-38.4	-1.1	-18.5	-6.2	-13.7
Cc1cccc(NC(=O)CSc2nnc(-c3ccccc3)n2N)c1	8.6	16.9	4.2	5.6	-30.5	-1.6	-0.4	-1.9	x
COc1ccc(CC(CC(=O)O)C(=O)Nc2ccc(OC)cc2)cc1 (centres undefined)	5.3	3.7	5.5	7.4	15.7	0.7	14.7	9.8	-9.3

The results go on:
SMILES	E coli RNAP	CatS block	CatB mixtures	FXIa inh mix	C1s block	CatB block	AP complement	Cathepsin G inh	CatL block
Cc1ccc(S(=O)(=O)C2(C(=O)N3CCCCCC3)CC2)cc1	7.2	1.0	2.4	5.3	12.3	1.1	8.1	-7.7	-2.1
CCCCNC(=O)c1ccc(NS(=O)(=O)c2ccccc2)cc1	7.1	-0.2	2.1	-1.6	-3.1	2.0	19.6	6.3	4.3
N#Cc1nc(-c2ccc(OCc3ccc(Cl)cc3)cc2)oc1N1CCOCC1	3.7	10.8	5.6	2.8	-9.1	6.0	-2.2	-4.7	-0.1
O=C(Nc1cccnc1)c1coc(=O)c2ccccc12	-0.7	5.4	3.8	6.3	-1.3	-5.5	15.2	-0.2	-2.4
COC(=O)c1cccc(NC(=O)CSc2nnc(COc3ccccc3)n2C)c1	4.9	-6.6	1.6	4.6	7.1	2.8	3.2	7.2	0.2
CCN1C2=NCCCN2c2cc(C)c(C)cc21	-5.8	-0.8	-1.9	8.5	-3.3	-0.7	16.0	-3.1	-1.6
O=C(NC1=NC2CCCCC2N1)c1ccccc1 (centres undefined)	2.7	-1.5	-3.0	1.7	7.8	2.9	8.8	8.9	27.5
CC(C)(C)n1nnnc1C(c1ccc(C#N)cc1)N1CCCC2(CCCCC2)C1 (centres undefined)	7.4	8.1	6.1	14.2	11.7	0.5	-7.9	9.9	6.1
COc1cc(NC(=O)C2CCN(S(=O)(=O)c3cccnc3)CC2)cc(OC)c1OC	4.4	-6.1	-2.1	2.4	0.4	-7.2	-6.2	4.0	0.3
CCOC(=O)N1CCN(c2c(-c3ccc(C)cc3)c(=O)c2=O)CC1	7.8	0.3	-4.0	1.2	-44.2	8.2	-13.2	-14.0	11.3
Cc1nn(-c2ccccc2)c2nc(-c3ccncc3)cc(C(=O)NCc3ccco3)c12	3.0	14.7	8.1	2.9	-13.5	9.5	-19.7	-10.8	-2.1
CN(C)CCCOC(=O)c1ccc(Cl)cc1	x	7.9	-1.3	-4.1	-10.1	-2.3	-0.3	-1.8	2.4
Cc1ccc(NC(=O)CSc2n[nH]c(-c3ccncc3)n2)cc1	8.0	12.2	2.1	5.9	8.6	2.9	13.5	12.7	5.8
O=C(CCNC(=O)c1ccc(Br)o1)NCc1ccccc1Cl	6.2	3.5	4.9	3.8	-43.9	-0.8	13.7	0.4	9.1
O=C1c2ccccc2C(=O)N1Cc1ccc2c(c1)OCO2	9.4	12.6	2.8	10.5	17.2	3.0	-1.8	15.3	0.7
Cc1cccc(Nc2nc(N)nc(CN3CCC(C(N)=O)CC3)n2)c1C	17.9	24.4	2.8	-1.0	3.2	4.4	-17.3	7.9	2.5
Cc1ccc(C)c(NC(=O)C(Sc2nncn2C)c2ccccc2)c1 (centres undefined)	7.3	1.3	3.5	2.5	9.0	0.9	7.5	10.6	-4.5
COc1ccccc1OCCOCCn1cnc2ccccc2c1=O	11.9	-0.4	-0.2	-18.1	-138.2	4.9	-2.4	-12.0	9.0
Cc1cccc(CCNC(=O)CCc2nc(-c3ccccc3F)no2)c1	5.7	5.5	2.9	5.1	4.1	1.6	0.5	0.3	2.5
COc1cccc(NC(=O)C2CCCN2C(=O)Nc2cccc(F)c2)c1 (centres undefined)	7.5	4.3	4.0	3.7	8.2	1.8	-1.3	11.8	3.5
Cc1sc2nc3c(C(=O)N4CCN(c5ncccn5)CC4)cccn3c(=O)c2c1C	-6.9	-5.7	-2.6	2.6	-19.5	2.0	-0.8	-10.9	-1.6
O=C(OCC(=O)N1CCc2ccccc21)c1cccnc1	-5.4	-3.8	-0.3	3.8	-31.3	1.6	-22.7	-12.3	17.1
CCOCCCN1CC(C(=O)NCCc2ccc(C)cc2)CC1=O (centres undefined)	7.7	9.1	7.3	5.5	5.5	-2.4	7.0	0.4	19.1
CCS(=O)(=O)N1CCN(S(=O)(=O)c2ccc(F)cc2)CC1	13.2	4.8	3.6	-1.9	0.7	2.7	1.7	6.2	15.8
CCOc1ccc(N2C(=O)c3cccnc3C2=O)cc1	2.8	3.6	1.7	0.5	-42.7	3.5	-12.9	-11.0	11.4
Next section
SMILES	E coli RNAP	CatS block	CatB mixtures	FXIa inh mix	C1s block	CatB block	AP complement	Cathepsin G inh	CatL block
N=c1sccn1CC(=O)Nc1ccc2c(c1)CCC2	8.6	4.8	-0.5	-4.0	10.1	-3.0	2.7	4.0	x
O=C(O)C1C2C=CC(O2)C1C(=O)Nc1ccc(S(=O)(=O)N2CCc3ccccc32)cc1 (centres undefined)	13.5	20.2	9.2	1.9	1.3	3.6	4.7	-0.4	12.5
O=C(NC12CC3CC(CC(C3)C1)C2)N1CCC(n2nnc3ccccc32)CC1	4.3	-0.5	2.5	4.1	0.0	4.0	29.8	8.4	1.2
CCC(=O)N1CCN(c2ccc(NC(=O)c3ccco3)cc2)CC1	5.8	0.1	1.7	0.5	2.1	-0.8	-1.1	0.9	-0.5
CCC(=O)Nc1cc2c(cc1C(C)=O)OCCO2	1.4	0.7	1.9	7.3	11.6	1.8	12.3	7.9	9.8
CCc1nnc(NC(=O)CSc2nnc(Cc3ccccc3)n2-c2ccc(OC)cc2)s1	9.8	25.6	5.8	4.9	7.0	-0.2	-1.2	10.4	-0.9
CCOC(=O)c1c(C)n(C)c2ccc(OCC(O)Cn3nc(C)cc3C)cc12 (centres undefined)	14.9	10.2	4.9	6.7	0.7	-1.2	12.7	3.2	12.0
O=C1c2ccccc2C(Nc2ccc3c(c2)OCO3)N1Cc1ccc2c(c1)OCO2 (centres undefined)	7.0	1.6	4.2	5.0	12.9	11.4	7.9	17.3	-2.7
Cc1ccc2[nH]cc(C(=O)CN3CCN(c4ccccn4)CC3)c2c1	8.6	7.9	4.8	5.1	-9.5	-3.0	1.8	-2.1	10.0
CC1S/C(=C(\C#N)C(N)=O)N(c2ccc(F)cc2)C1=O (centres undefined)	16.4	4.5	4.4	9.6	14.8	1.0	7.5	10.2	23.7
CCCCn1nnnc1SCC(=O)c1ccc(C)c(C)c1	9.2	-9.1	-1.5	7.4	-20.1	5.3	3.7	1.3	6.8
Cc1noc(C)c1C(=O)Nc1c(F)cc(F)cc1Br	8.1	8.7	5.0	11.4	-1.7	2.4	5.8	10.0	12.9
CCn1c(SCC(N)=O)nc2c(c1=O)C1(CCCC1)Cc1ccccc1-2	-8.5	-1.0	1.8	1.3	-29.0	13.4	-18.2	-12.2	0.2
Fc1ccc(-c2cnc[nH]2)cc1	4.8	1.8	-0.7	19.1	-2.2	10.1	-5.0	7.6	-3.3
O=C1CC(c2ccc(Cl)c(Cl)c2)CC(O)=C1C=NCCN1CCNCC1 (centres undefined)	1.1	6.6	3.6	-2.1	-7.2	7.1	9.4	-1.5	4.6

Some of the compounds tested; count on the stated rates, not on these rows.
